Compound activity deposited in PubChem by several laboratories.
NS3 helicase inh = inhibitors of HCV NS3 helicase, primary screen, biochemical, Cy5 molecular beacon fluorescence; Hepatitis C virus NS3 helicase; NS3 helicase DNA unwinding; inhibition, % at 10.9 µM; 290,000 compounds, 0.56% hits; AID 1800, 2009;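 active = inhibition above the mean of all tested compounds plus 3 SD, set per campaign, cut at about 35% in these data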;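 note: 0% = DMSO wells and 100% = thioflavine S control wells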
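System: HCV NS3 helicase fragment; control set: DMSO and thioflavine S; technique: Cy5 fluorescence at 0 and 60 min, beacon hairpin quenching; reagent: beacon DNA duplex substrate plus ATP; replicates: singlicate; schedule: 1 h reaction at 25 °C, ATP-initiated; medium: MOPS buffer pH 6.5 with MgCl2, DTT, Tween20, BSA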
FID counter = compounds displacing fluorescent DNA intercalator, primary screen, artefact control for HCV NS3 helicase inhibitor project, biochemical, FID fluorescence | DNA fluorescent intercalator displacement | inhibition, % at 7.9 µM | 290,000 compounds, 0.17% hits; in the data active = inhibition above about 37%;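 note: 0% = vehicle and 100% = reference compound; higher means more ethidium bromide displaced from hairpin DNA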
MEKK3 PB1 HTS = modulators of MEKK3-MEK5 PB1 binding, primary screen, biochemical, wildtype MEKK3, multiplex bead flow cytometry, Alexa488-MEK5; bead-based flow cytometry, Alexa488-MEK5 binding to MEKK3; actives lie on both sides; 0 = blocked by unlabeled MEK5, 100 = vehicle; binding response (% of control), % at 10 µM; 290,000 compounds, 1.4% hits; AID 1529, 2009;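 active = binding response more than 3 SD above or below the average of its plate-row segment, actives on both sides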;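 note: Alexa488 bead fluorescence after subtracting the streptavidin-only scavenger bead signal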
Target sequence (Q99759 whole entry, looked up): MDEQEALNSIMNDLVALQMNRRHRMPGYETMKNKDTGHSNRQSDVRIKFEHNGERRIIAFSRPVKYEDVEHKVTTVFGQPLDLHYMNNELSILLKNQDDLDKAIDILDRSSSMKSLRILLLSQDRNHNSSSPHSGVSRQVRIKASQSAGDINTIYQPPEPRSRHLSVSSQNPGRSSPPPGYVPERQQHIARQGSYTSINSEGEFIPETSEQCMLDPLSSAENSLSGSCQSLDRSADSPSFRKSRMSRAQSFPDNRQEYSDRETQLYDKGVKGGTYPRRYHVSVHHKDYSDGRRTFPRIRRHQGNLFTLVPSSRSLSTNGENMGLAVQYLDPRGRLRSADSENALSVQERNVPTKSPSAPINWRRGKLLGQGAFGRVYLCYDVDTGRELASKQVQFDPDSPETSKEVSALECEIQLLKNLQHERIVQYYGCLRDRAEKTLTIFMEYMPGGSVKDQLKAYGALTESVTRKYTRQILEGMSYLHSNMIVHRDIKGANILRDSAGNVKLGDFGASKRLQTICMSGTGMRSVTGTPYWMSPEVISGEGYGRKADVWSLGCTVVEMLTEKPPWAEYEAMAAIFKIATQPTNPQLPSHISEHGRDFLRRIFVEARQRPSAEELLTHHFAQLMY
GalR3 antag = GalR3 antagonists in HEK293 cells, primary screen, cell-based, fluorescence readout; Galanin receptor type 3 (Homo sapiens), O60755; HEK293 GalR3-CNG cAMP membrane potential fluorescence; galR3 body fused to GalR1 C-terminus; inhibition, % at 3 µM; 360,000 compounds, 0.44% hits;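 active = inhibition above the screen-wide average plus 3 SD, cut at about 13% in these data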;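 note: forskolin and galanin both at EC90 stimulate the cells; cAMP rise reported by CNG channel membrane potential dye signal; 0% = forskolin plus galanin with DMSO and 100% = forskolin alone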
SUMO HTRF inh = inhibitors of in vitro SUMOylation cascade, primary screen, biochemical, HTRF, uHTS; inhibition, % at 35 µM; SUMO-conjugating enzyme UBC9 (Homo sapiens), P63279; 290,000 compounds, 0.36% hits; HTRF SUMOylation assay, SAE1/SAE2 + UBC9; in the data active = inhibition above about 50%, passing the limit was not always enough; note: strong numbers were not always called active
Target sequence (P63279 whole entry, looked up): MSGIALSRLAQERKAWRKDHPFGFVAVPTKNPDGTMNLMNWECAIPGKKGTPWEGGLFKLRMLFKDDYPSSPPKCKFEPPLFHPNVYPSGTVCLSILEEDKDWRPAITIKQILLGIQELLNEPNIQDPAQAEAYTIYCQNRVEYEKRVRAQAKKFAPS
CRFBP-R2 block = antagonists of CRF-BP/CRF-R2 complex, primary screen, cell-based, HEK293, calcium dye fluorescence, uHTS; CRF-induced calcium fluorescence; inhibition, % at 11.8 µM; 350,000 compounds, 0.59% hits;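 active = inhibition of the ligand-induced calcium signal above about 50% at the single tested concentration, limit read from the data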
MEKK2 WT-MEK5 = modulators of MEK5 binding to wildtype MEKK2, primary screen, biochemical, multiplex bead flow cytometry, Alexa488-MEK5 | Alexa488-MEK5 binding to MEKK2 WT; actives lie on both sides | 290,000 compounds, 1.1% hits | binding response (% of control), % at 10 µM; in the data active = binding response below about 67% or above about 130%
MEKK2mut PB1 HTS = MEK5 binding signal on mutant MEKK2 PB1, primary screen, biochemical, multiplex bead flow cytometry, Alexa488-MEK5; AID 1530, 2009; percent response, % at 10 µM; Alexa488-MEK5 binding to MEKK2 mutant; 290,000 compounds, 0.35% hits; in the data active = percent response above about 24%, passing the limit was not always enough; note: inactives centre near 1; some results filed as inactive read as strong as hits
CRFR2-BP ag = agonists of CRF-BP/CRF-R2 complex, primary screen, cell-based, HEK293, calcium dye fluorescence, uHTS; CRF-binding protein / CRF receptor 2 complex (human); calcium dye fluorescence (FLIPR); percent of saturating CRF peptide response; activation, % at 13.2 µM; 350,000 compounds, 0.46% hits;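 active = activation of at least 50%, plus an integration ratio under a set limit after plate pattern correction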;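 note: plate controls were neutral control wells without compound for no effect and CRF at EC100 for full effect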
Numbers without * were called inactive; . = not tested or not shown; [ ] = another dose, or the depositor's remark. Some of the compounds tested. The share of hits here may be higher or lower than overall.

Structure	NS3 helicase inh	FID counter	MEKK3 PB1 HTS	GalR3 antag	SUMO HTRF inh	CRFBP-R2 block	MEKK2 WT-MEK5	MEKK2mut PB1 HTS	CRFR2-BP ag
Cc1ccccc1CS(=O)(=O)Cc1ccc(C(=O)NCCCN2CC(C)CC(C)C2)o1 (stereo unspecified)	14	9	103	-6	-9	2	110	4	-1.8
COc1ccccc1CN(C(=O)c1ccco1)C(C(=O)NC1CCCC1)c1ccncc1 (stereo unspecified)	2	-11	102	-4	16	0	105	7	0.3
COc1ccc(Cl)cc1NC(=O)c1cc(C)no1	16	-2	102	-8	3	6	102	1	-3.5
O=C(NNc1ccc([N+](=O)[O-])cc1)C1CC1c1ccccc1 (stereo unspecified)	-6	4	108	-3	10	17	105	2	0.2
Nc1nc(Cl)cc(-c2ccccc2)n1	5	3	96	-8	10	13	90	-6	0.0
OCC1OC(n2cnc3c(NC4CCCC4)ncnc32)C(O)C1O (stereo unspecified)	.	.	104	-1	.	-4	107	3	0.8
COc1ccc(Oc2ncc(CN3CCN(c4ccccc4)CC3)s2)cc1	-4	-18	106	-2	4	5	106	8	0.0
COc1ccc(-n2nc(C(=O)NCc3cc(OC)ccc3OC)c3c4ccccc4n(C)c3c2=O)cc1	13	-2	85	-4	-11	-4	82	-13	-0.9
COc1cc(OC)c(OC)cc1/C=N/NC(=O)CCc1c(C)n[nH]c1C	-3	-14	87	-5	17	-9	85	-3	-1.5
CCCC(=O)NC(c1ccccc1Cl)c1ccc2cccnc2c1O (stereo unspecified)	26	-23	102	-11	93*	-8	100	1	-1.1
COc1ccccc1-n1c(-c2ccccc2)c[nH]c1=S	-4	-5	49*[inhibitor]	-2	-11	17	65	-21	0.2
CCCCNS(=O)(=O)c1ccc2nc(-c3cccnc3)cc(C(=O)NCCCN(CC)CC)c2c1	-28	28	74	.	7	.	87	-9	.
NC(=S)N/N=C/c1ccc(-c2ccccc2)o1	-4	-1	102	-1	8	32	94	-3	-3.4
COc1ccc(CC(NC(C)=O)C(=O)NC2CCN(c3nnnn3-c3ccccc3)CC2)cc1 (stereo unspecified)	-1	-19	105	-1	15	2	106	6	1.1
CCCn1nnnc1NCc1cccc(OC)c1OCC	9	-4	102	-4	18	12	102	3	-1.6
O=C(NCc1cccnc1)Nc1cccc(C(F)(F)F)c1	-1	-3	101	2	10	3	106	1	-0.7
O=C(COc1cccnc1[N+](=O)[O-])Nc1cc(S(=O)(=O)N2CCCCC2)ccc1Cl	-8	-3	88	-2	0	-11	80	-21	3.8
CCOC(=O)c1cc(NC(=O)CNCC(c2ccccc2)N(C)C)cc(C(=O)OCC)c1 (stereo unspecified)	-34	38*	100	-8	14	0	107	-8	0.4
CC(=O)/C(N=Nc1ccc(C(=O)O)cc1[N+](=O)[O-])=C(\C)O	-4	-1	57	-3	-2	16	67	-16	-1.9
CC(C)NS(=O)(=O)c1ccc(OCC(=O)N2CCCC2)c(Cl)c1	-1	-4	101	-1	19	-20	102	7	-0.7
CC(Sc1nc2ccccc2c(=O)n1CCc1ccc(S(N)(=O)=O)cc1)C(=O)NC(N)=O (stereo unspecified)	-1	-21	96	-6	11	6	95	-7	0.1
O=S(=O)(c1ccc(S(=O)(=O)n2cnc3ccccc32)cc1)N1CCCCCC1	-4	-1	96	-3	10	-4	92	-5	-0.9
CCn1c(COc2ccccc2Cl)nnc1SCC(=O)Nc1ncccc1C	6	-3	110	-2	-4	-12	111	8	1.6
CCOc1ccc(NS(=O)(=O)c2csc(C(N)=O)c2)cc1	-7	0	99	-4	4	-9	102	5	1.9
NCCc1nnc(SCc2c(Cl)cccc2Cl)o1	-8	2	89	-4	30	-1	94	-13	-0.7
CCOC(=O)C1(Cc2ccc(OC)cc2)CCN(C(=O)c2cncs2)CC1	3	-24	100	-5	14	49	98	-2	-0.3
O=C(CCNS(=O)(=O)c1ccc(Cl)cc1)Nc1ccncc1	0	1	100	-6	6	-5	99	-5	-0.1
N#CCCCN1C(=O)C(O)(CC(=O)c2ccc3c(c2)OCCO3)c2ccccc21 (stereo unspecified)	-2	-12	99	-2	-8	7	102	4	-1.0
CC(=O)N1CCN(c2ccc(NC(=O)c3ccccc3Cl)cc2)CC1	13	-4	108	-2	2	8	107	5	0.4
O=C1C(Cl)=C(N2CCOCC2)C(=O)N1c1ccccc1Cl	5	5	100	.	24	13	100	8	-0.9
CC(=O)NNC(=O)CN1C(=O)/C(=C/c2ccccc2)SC1=S	-7	-3	75	-5	26	10	72	-6	-0.2
Cc1ccc(N2CC(C(=O)Nc3ccc(S(=O)(=O)Nc4nccc(C)n4)cc3)CC2=O)cc1 (stereo unspecified)	-3	-18	103	-6	-7	7	104	0	-1.4
CC(C)NC[C@H](O)COc1cccc2[nH]ccc12	.	.	109	-5	-7	8	105	2	0.0
COc1ccccc1N1CC(C(=O)Nc2nnc(SCC(=O)N3CCOCC3)s2)CC1=O (stereo unspecified)	11	-28	98	-3	7	13	105	6	-0.2
Cc1ccccc1N(C(=O)c1csnn1)C(C(=O)NC(C)(C)C)c1ccncc1 (stereo unspecified)	3	-3	80	-1	22	-12	89	-4	-1.1
CCn1c(N2CCN(C(=O)c3ccco3)CC2)nc2ccccc21	-5	-15	102	-3	0	1	104	1	-0.2
CCOc1ccc(-n2nnc3c(=O)n(CC(=O)c4ccccc4)cnc32)cc1	-1	4	102	.	18	-4	106	9	1.2
CCCCCCN1C=CC=C/C1=C\C=C(C#N)C#N	-6	-8	105	-4	31	-62	97	3	43
Cc1ccc(-n2c(N)c(C(=O)Nc3ccccc3F)sc2=S)cc1C	-5	-4	104	-7	4	-4	103	1	-1.9
CCc1nccn1CCC(=O)NC1CC(C)(C)Cc2c1cnn2-c1ccc(C)cc1 (stereo unspecified)	-30	12	94	-2	-8	-17	102	6	-0.2
O=C(O)/C=C\C(=O)Nc1ccccc1C#Cc1ccccc1	-2	1	102	-6	13	29	102	4	-1.1
CC(=O)c1cc(F)ccc1OCC(=O)N1CCN(c2ccc(F)cc2)CC1	3	-30	126	-7	4	-2	109	-1	-1.1
CCC(=O)n1nc(-c2ccc(Cl)cc2)nc1SC	5	1	109	4	1	2	110	-1	-0.9
COc1ccccc1NC(=O)CSc1nnnn1-c1ccc2c(c1)OCO2	1	-17	.	-3	-9	-9	.	.	0.1
COc1ccc(/C=N/NC(=O)CCC(=O)Nc2ccc(F)cc2)c(OC)c1	5	-22	105	-9	18	-1	104	5	1.1
CCc1ccc(-c2ccc(C(=O)O)cc2)nc1	-4	2	117	-4	6	-5	114	4	0.8
O=C(CCn1cccn1)Nc1ccc2c(c1)OCO2	3	6	100	3	11	2	95	3	-0.2
COc1ccc(C2CC(=O)C(C=NCC(C)C)=C(O)C2)cc1 (stereo unspecified)	-3	-22	100	-8	6	-5	102	2	0.3
COc1cc(OC)c(NC(=O)/C=C/C(=O)O)cc1Cl	8	12	98	1	8	5	101	-4	1.2
O=C(Nc1nccs1)[C@@H]1CCCN1C(=O)c1cccs1	5	-1	98	-3	8	3	91	-2	-0.2
COC(=O)CCNCCSc1nnc(-c2ccco2)n1Cc1ccccc1	-9	-6	105	-6	24	4	113	4	-2.6
Cc1cc(C)nc(Nc2ccc(N3CCOCC3)cc2)n1	-5	-6	93	2	-19	48	96	-3	-1.6
CNC(=O)COc1ncnc2sccc12	2	-1	101	-1	3	23	103	3	0.0
CCCCCCCNC(=O)c1cc(-c2ccncc2)nc2ccccc12	-11	-28	103	-8	-13	-28	106	3	1.4
COc1ccccc1N(C(=O)c1csnn1)C(C(=O)NC1CCCC1)c1ccccc1 (stereo unspecified)	0	-32	102	-5	-7	-3	105	4	-0.7
CC(C)c1ccc(O)c(NC(=O)c2ncn[nH]2)c1	10	-6	67	0	12	-37	71	-6	2.0
COc1cccc(CNc2ccc(F)c(Cl)c2)c1	-6	-1	94	-4	-1	31	93	-2	1.1
Cc1cc(OCC(O)CN2CCc3ccccc3C2)ccc1Cl (stereo unspecified)	-40	12	111	-8	0	-5	133	22	-1.1
O=C(NCC1CCCO1)C1CCC(=O)N1Cc1ccccc1Cl (stereo unspecified)	1	-3	101	-3	6	35	103	1	-3.5
S=C(NCCN1CCOCC1)Nc1ccc(Cl)c(Cl)c1	3	4	103	-7	4	13	108	2	0.5

(list continues)
Structure	NS3 helicase inh	FID counter	MEKK3 PB1 HTS	GalR3 antag	SUMO HTRF inh	CRFBP-R2 block	MEKK2 WT-MEK5	MEKK2mut PB1 HTS	CRFR2-BP ag
CS(=O)(=O)N(CC(=O)NCC1CCCO1)c1cc(Cl)c(Cl)cc1Cl (stereo unspecified)	4	-6	107	1	6	8	98	4	-0.6
O=C(c1cccc(C(F)(F)F)c1)N1CCc2c([nH]c3ccccc23)C1C(F)(F)F (stereo unspecified)	-1	-22	103	0	-9	-21	97	0	-0.7
C#C[C@]1(O)CC[C@H]2[C@@H]3CCc4cc(O)ccc4[C@H]3CC[C@@]21C	-7	-9	93	.	13	-36	105	1	1.6
Cc1c(NC(=O)CSc2nnc(COc3ccccc3)n2-c2ccccc2)c(=O)n(-c2ccccc2)n1C	-8	-29	93	-4	-7	2	91	-1	0.7
O=C(Nc1ccc(Cl)c(Cl)c1)N1CCSC1c1ccco1 (stereo unspecified)	5	6	95	-2	-5	-13	95	-2	-0.9
CCC(C(=O)NC(C)(C)C)N(C(=O)c1ccc(Cl)nc1)C1CCCC1 (stereo unspecified)	0	-6	91	-4	-5	2	84	-11	-1.6
CCOc1cc(C2C(C(=O)c3ccc(C)cc3)=C(C(=O)OC)Nc3nnnn32)ccc1O (stereo unspecified)	-3	-17	98	-3	2	-1	103	-1	-1.1
CC(=O)Nc1ccc(/C=C2/Sc3ccccc3C2=O)cc1	-2	3	103	.	14	-15	97	-7	0.8
